SENP8 inh: SENP8 protease inhibitors, primary screen, biochemical, luminescence; purified SENP8, Z-RLRGG-aminoluciferin cleavage; Sentrin-specific protease 8 (Homo sapiens), Q96LD8; hit rate 1.2% among 330,000; inhibition, % at 10 µM
Target sequence (Q96LD8 whole entry, looked up): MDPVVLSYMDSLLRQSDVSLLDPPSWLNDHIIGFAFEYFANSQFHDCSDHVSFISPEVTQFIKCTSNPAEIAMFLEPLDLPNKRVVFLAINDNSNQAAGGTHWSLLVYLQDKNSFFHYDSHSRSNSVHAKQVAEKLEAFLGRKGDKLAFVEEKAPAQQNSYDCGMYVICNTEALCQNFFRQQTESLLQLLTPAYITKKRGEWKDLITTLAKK
697 NFkB inh: inhibitors of PMA/ionomycin-induced NF-kB reporter, 697 cells, primary screen, B-cell NF-kB inhibitor project, cell-based, luminescence, uHTS. 697 B-cell NF-kB luciferase reporter, 16 h. hit rate 0.33% among 330,000. inhibition, % at 4 µM. AID 435022, 2010; in the data active means inhibition above about 35%
Apaf1 inhib: inhibitors of human Apaf-1 apoptosome, primary screen, biochemical, DEVD-Rh110 fluorescence, uHTS; reconstituted apoptosome caspase-3 activity; Apoptotic protease-activating factor 1 (Homo sapiens), O14727; inhibition, % at 20 µM; hit rate 0.71% among 330,000; active means inhibition of at least 40% at 20 µM;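 further: plate controls were DMSO wells for no effect and DEVD-CHO caspase inhibitor wells for full effect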
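Material: reconstituted apoptosome with Apaf-1, cytochrome c, caspase-9, procaspase-3, dATP / Buffer or medium: pH 7.5 Hepes buffer with CHAPS, BSA, DTT / Also added: cytochrome c with DEVD-Rh110 / Schedule: compound with Apaf-1, dATP, procaspase-3 30 min, then 50 min reaction, room temperature / Technique: rhodamine 110 fluorescence at Ex 480/Em 540 nm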
Jurkat NFkB inh: inhibitors of induced NF-kB luciferase reporter, primary screen, TCR NF-kB activation inhibitor project, cell-based, luminescence, uHTS | inhibition, % at 4 µM | hit rate 0.53% among 330,000 | Jurkat, PMA/ionomycin-induced NF-kB luciferase reporter
UBC13 polyUb: UBC13 polyubiquitin chain formation inhibitors, primary screen, biochemical, TR-FRET, uHTS; Ubiquitin-conjugating enzyme E2 N (Homo sapiens), P61088; inhibition, % at 20 µM; hit rate 0.47% among 330,000; in the data active means inhibition above about 45%, passing the limit was not always enough
CCR6 antag: CCR6 receptor antagonists, primary screen, cell-based, CHO-K1, luminescence, beta-arrestin, uHTS | C-C chemokine receptor type 6 (Homo sapiens), P51684 | CHO-K1 CCR6 PathHunter beta-arrestin, CCL20-stimulated | inhibition, % at 20 µM | hit rate 0.49% among 340,000 | AID 493098, 2011;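 active means compounds whose inhibition of the agonist-driven luminescence signal at 20 µM reaches about 50%, limit read from the data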;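 further: cells stimulated with CCL20 at 14 nM final; plate controls were DMSO with CCL20 for no effect and DMSO without agonist for full effect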
Gli-Sufu block: Gli-Sufu pathway antagonists, primary screen, luciferase luminescence, Sufu-KO-LIGHT cells, uHTS | Sufu-KO-LIGHT fibroblasts, Gli luciferase reporter luminescence | inhibition, % at 5 µM | hit rate 0.74% among 340,000 | AID 588413, 2011;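 active means inhibition above about 55%, limit read from the data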;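 further: 0% = DMSO-treated cells and 100% = wells with medium but no cells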
EBI2 block: EBI2 receptor antagonists, beta-arrestin recruitment, primary screen, cell-based, luminescence, 7a,25-OHC stimulation, uHTS; hit rate 0.81% among 360,000; 7a,25-OHC stimulated; inhibition, % at 5 µM; AID 651636, 2012; in the data active means inhibition above about 38%;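 further: enzyme fragment complementation signal reports receptor beta-arrestin coupling in cells; 0% = agonist plus DMSO wells and 100% = wells without agonist; some results beyond the cut were filed as inactive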
Target sequence (P32249 whole entry, looked up, the tested form may be a part): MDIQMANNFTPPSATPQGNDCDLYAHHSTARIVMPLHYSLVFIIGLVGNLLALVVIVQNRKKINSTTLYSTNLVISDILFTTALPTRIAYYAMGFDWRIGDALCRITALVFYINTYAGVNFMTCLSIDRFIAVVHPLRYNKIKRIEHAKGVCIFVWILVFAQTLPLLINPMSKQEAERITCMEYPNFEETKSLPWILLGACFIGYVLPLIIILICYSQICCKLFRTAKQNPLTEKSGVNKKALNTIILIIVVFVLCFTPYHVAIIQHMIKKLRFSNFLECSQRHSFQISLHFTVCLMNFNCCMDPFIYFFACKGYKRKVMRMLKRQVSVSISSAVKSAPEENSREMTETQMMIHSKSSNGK
* = called active by the depositor; · = no result given. Unless noted, no stated cut-off is given here; in the data, active means inhibition above about 50%; inactive means the rest. Not all compounds are listed; rates above refer to the full screens.

SMILES	SENP8 inh	697 NFkB inh	Apaf1 inhib	Jurkat NFkB inh	UBC13 polyUb	CCR6 antag	Gli-Sufu block	EBI2 block
C=CCSc1nc(-c2ccc3c(c2)OCO3)cc(C(F)(F)F)c1C#N	1	10	5	15	40	7	-4	30
Cc1cc(C(=O)CN2CCN(CC(=O)Nc3cccc(F)c3)CC2)c(C)n1C1CC1	6	16	5	1	-1	1	3	-5
COc1ccccc1OCCn1c(SCC(N)=O)nc2ccccc21	-3	10	-1	3	9	3	22	0
Cc1ccc(NS(=O)(=O)c2ccc3[nH]c(=O)oc3c2)cc1Cl	-3	6	-10	-13	-8	5	1	-3
COc1ccc(OC)c(Nc2nc3ccc(C)cc3n3cnnc23)c1	-9	12	24	-8	14	-9	10	4
COc1cc(NC(=O)COC(=O)CNC(=O)C2CCCCC2)cc(OC)c1	0	9	2	9	6	-8	-3	-7
COc1ccc(OC)c(NC(=O)CSC2=C(C#N)C(c3ccco3)C3=C(CCCC3=O)N2)c1 (centres undefined)	5	4	-3	-8	4	12	28	0
O=C(NCCCN1CCN(Cc2ccccc2Cl)CC1)Nc1ccccc1	-5	6	3	-3	4	19	2	2
CCc1ccc2c(c1)cc(CN(Cc1ccco1)C(C)=O)c1nnnn12	2	1	9	18	-2	12	13	5
CN(CCOCCOc1ccc(Cl)cc1Br)Cc1ccccc1	3	9	1	-11	3	9	8	14
COCCn1c(SCC(=O)NN2C(=O)NC(C)(c3ccccc3)C2=O)nnc1-c1ccncc1 (centres undefined)	0	13	-4	2	1	0	-15	-2
O=C(Nc1ccc(Oc2ncnc3cc(Cl)ccc23)nc1)c1ccc(F)cc1	-5	0	16	-3	-11	5	-14	·
COc1ccc(-c2n[nH]c(C)c2-c2ccccc2OC)c(O)c1	1	-12	8	29	10	10	-3	1
Cc1cc(-n2c(C)cc(C(=O)CN3C(=O)NC4(CCCCCC4)C3=O)c2C)no1	-13	-12	11	0	-1	5	-6	-5
CSc1ccc(CCNC(=O)CCc2nnc3ccc(N4CCOCC4)nn23)cc1	0	2	2	7	6	6	-4	-2
CN(C)S(=O)(=O)N1CCN(C(=O)N2CCCCCC2)CC1	-6	15	14	-6	-11	-11	2	-7
c1coc(CNCc2cccs2)c1	-12	3	-2	-8	-7	-4	-13	4
Cc1cc(OCC(=O)Nc2cnn(CCCC(=O)O)c2)ccc1Cl	3	-3	-6	3	0	-2	-12	-7
O=[N+]([O-])c1c(Nc2ccccc2O)cc(Cl)c2nonc12	-4	-31	14	-7	-63	106*	4	61*
C=CCN(CC=C)C(=O)c1ccc(OC2CCN(S(=O)(=O)N(C)C)CC2)cc1	-12	-24	8	-28	-11	6	9	-6
CCn1c2ccccc2c2cnc(N=CN(C)C)c(C#N)c21	2	20	12	4	1	-11	-14	-11
Cc1nn(CC(=O)N/N=C/c2ccc(F)cc2)c(C)c1[N+](=O)[O-]	-9	-24	-5	-9	-8	10	2	-9
CN1CCN(C(=O)C2=C[C@@H](c3ccc4c(c3)OCO4)C[C@@H](OCc3ccc(CO)cc3)O2)CC1	0	2	12	-11	-2	10	-9	-6
Nc1nnc(SCCOc2ccccc2)s1	-9	-5	-3	-18	0	-14	-19	-1

Ordered by heavy-atom count (lowest first): part of the list above.
SMILES	SENP8 inh	697 NFkB inh	Apaf1 inhib	Jurkat NFkB inh	UBC13 polyUb	CCR6 antag	Gli-Sufu block	EBI2 block
O=[N+]([O-])c1c(Nc2ccccc2O)cc(Cl)c2nonc12	-4	-31	14	-7	-63	106*	4	61*
Cc1nn(CC(=O)N/N=C/c2ccc(F)cc2)c(C)c1[N+](=O)[O-]	-9	-24	-5	-9	-8	10	2	-9
Cc1cc(OCC(=O)Nc2cnn(CCCC(=O)O)c2)ccc1Cl	3	-3	-6	3	0	-2	-12	-7
CN1CCN(C(=O)C2=C[C@@H](c3ccc4c(c3)OCO4)C[C@@H](OCc3ccc(CO)cc3)O2)CC1	0	2	12	-11	-2	10	-9	-6

EBI2 block, entries above that show a hit.
molecule | 697 NFkB inh | Jurkat NFkB inh | UBC13 polyUb | CCR6 antag | EBI2 block
O=[N+]([O-])c1c(Nc2ccccc2O)cc(Cl)c2nonc12 | -31 | -7 | -63 | 106* | 61*

The list continues:
SMILES	SENP8 inh	697 NFkB inh	Apaf1 inhib	Jurkat NFkB inh	UBC13 polyUb	CCR6 antag	Gli-Sufu block	EBI2 block
CC(=O)C1=C(O)C(=O)N(Cc2ccco2)C1c1ccccc1 (centres undefined)	13	2	-5	1	2	0	-6	-7
CC(C)(C)NC(=O)C(=O)NNC(=O)c1cccc([N+](=O)[O-])c1	-17	-1	-1	7	-5	-1	-2	3
Cc1cccc(NC(=O)CCC(=O)Nc2nnc(C3CCCCC3)s2)c1	-13	-21	17	-3	-12	13	-16	1
COc1ccccc1C(=O)Nc1ccnn1C1CCN(C2CCSCC2)CC1	-1	-1	6	-13	2	13	14	-8
CCOc1cc(CNc2ccc3cn[nH]c3c2)ccc1OC	53*	6	85*	4	-22	-9	-2	-3
CCCN(CCC)C(=O)Nc1cc(Cl)ccc1OC	0	8	-8	6	2	7	-6	7
COc1ccc(N(C)S(=O)(=O)c2cccc(C(=O)Nc3ccc4c(c3)OCCO4)c2)cc1	2	10	-11	5	1	24	2	5
Cc1cc(N2CCN(C)CC2)nc2ccc(NC(=S)N3CCC4(CC3)OCCO4)cc12	-7	2	-9	-6	21	9	5	-11

Pulled by compound from the list above:
SMILES	SENP8 inh	697 NFkB inh	Apaf1 inhib	Jurkat NFkB inh	UBC13 polyUb	CCR6 antag	Gli-Sufu block	EBI2 block
COc1ccccc1C(=O)Nc1ccnn1C1CCN(C2CCSCC2)CC1	-1	-1	6	-13	2	13	14	-8
CC(C)(C)NC(=O)C(=O)NNC(=O)c1cccc([N+](=O)[O-])c1	-17	-1	-1	7	-5	-1	-2	3

High-throughput results as filed in PubChem.
